Assay outcomes from PubChem.
DRD3 agonist = D3 dopamine receptor (human) agonism. 0.58% of 410,000 active. P35462. max activation, %. D3R DiscoveRx beta-arrestin cells, luminescence, 90 min; in the data active = max activation above about 30%; also: 0% is about no effect; mostly tested at two doses, the higher about 12 µM
Target sequence (P35462 whole entry, looked up): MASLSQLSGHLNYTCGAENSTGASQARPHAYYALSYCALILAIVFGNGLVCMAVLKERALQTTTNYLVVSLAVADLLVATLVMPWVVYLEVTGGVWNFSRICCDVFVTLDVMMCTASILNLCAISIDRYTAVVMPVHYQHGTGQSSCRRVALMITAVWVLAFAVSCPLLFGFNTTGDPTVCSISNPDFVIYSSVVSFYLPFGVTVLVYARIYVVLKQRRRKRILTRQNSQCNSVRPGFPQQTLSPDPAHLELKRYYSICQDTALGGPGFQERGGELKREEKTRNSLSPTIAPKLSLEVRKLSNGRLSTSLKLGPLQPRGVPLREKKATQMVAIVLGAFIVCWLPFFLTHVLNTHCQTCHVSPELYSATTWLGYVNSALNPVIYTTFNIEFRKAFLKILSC
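Agonist-mode cell screen: cells plated at 1500/well and incubated overnight at 37 °C, then exposed to library compounds for 90 min at 37 °C. Detection reagent was added for 30–60 min at room temperature, and luminescence was read.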
HT1080-NT tox = kills 2HG-producing HT-1080-NT fibrosarcoma cells; HT-1080-NT fibrosarcoma viability, CellTiter-Glo ATP luminescence, 48 h; Potency, µM (titrated, usually from 46.1 µM), without a hit: top-dose activity, negative = less viability, actives largely listed as cytotoxic; 1.6% of 360,000 active;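 also: NT is the 2HG producing partner of a matched IDH1 knockdown line; potency is read from the fitted curve at half-maximal effect; 0% = DMSO-treated cells and -100% = media-only wells without cells; nearly all actives have a fitted effect of over 55% in size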
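Compounds were tested in concentration-response format on HT-1080-NT cells for 48 hours at 37 degrees C. Cell viability came from CellTiter-Glo luminescence; curves were classified by r2, response magnitude and activity.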
SW480 rereplic = induces DNA re-replication in SW480 colon adenocarcinoma cells. SW480 DNA re-replication, Hoechst DNA content imaging, 48 h. Potency, µM (titrated, usually from 46.1 µM), without a hit: at the highest dose re-replication activation, actives largely listed as activators. 1.8% of 340,000 active; also: potency is read from the fitted curve at half-maximal effect; % of control where 0% means no effect; nearly all actives have a fitted effect of over 55% in size
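Image-based read-out: total Hoechst fluorescence of nuclei (405 nm excitation, 500-530 nm emission), with hits raising the fraction of high-intensity nuclei. SW480 colon cells incubated 48 hr with compounds at 37 C.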
GLP-1R agonist = GLP-1 receptor (human) agonism | P43220 | HEK293 GLP-1R CRE-luciferase, luminescence, 4-6 h; cells express a hypersensitive GLP-1R form | Potency, µM (top dose mostly 45.6 µM), for the others: top-dose activation, actives largely listed as activators | 0.007% of 380,000 active | AID 624172; also: potency is read from the fitted curve at half-maximal effect; % of control where 0% means no effect
Target sequence (P43220 whole entry, looked up): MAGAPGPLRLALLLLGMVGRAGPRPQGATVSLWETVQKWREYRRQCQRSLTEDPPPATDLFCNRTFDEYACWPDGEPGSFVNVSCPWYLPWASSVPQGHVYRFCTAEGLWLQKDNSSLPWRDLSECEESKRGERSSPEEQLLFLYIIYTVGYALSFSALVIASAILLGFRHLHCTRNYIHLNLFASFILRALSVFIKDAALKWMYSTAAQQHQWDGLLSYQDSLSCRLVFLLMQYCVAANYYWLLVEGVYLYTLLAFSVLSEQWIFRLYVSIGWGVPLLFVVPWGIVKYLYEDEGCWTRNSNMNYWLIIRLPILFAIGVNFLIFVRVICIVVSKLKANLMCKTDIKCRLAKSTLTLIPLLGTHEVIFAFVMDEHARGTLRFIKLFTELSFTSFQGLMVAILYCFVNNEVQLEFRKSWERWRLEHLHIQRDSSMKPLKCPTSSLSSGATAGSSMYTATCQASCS
IL-1B inflam inh = inhibitors of inflammasome signaling (IL-1 beta secretion) | THP-1 LPS/ATP IL-1B secretion, AlphaLISA, 16 h; stronger effect = lower value | activity change, % at 57.5 µM | 4.7% of 360,000 active; in the data active = activity change below about -50%; inconclusive = mostly about -30% to -49%; also: % is scaled to controls: 0 for no effect and ±100 for the full control effect
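Secreted IL-1B measured by AlphaLISA bead assay after 16 h compound exposure of THP-1 cells; compounds (final up to 57.5 uM) added 1 h before LPS (250 ng/mL) and ATP (1.25 mM) stimulation; lower signal means less secretion.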
KB-V1 cytotox = kills drug-selected multidrug resistant KB-V1 cells. KB-V1 MDR cells viability, CellTiter-Glo, 72 h. Potency, µM (top dose mostly 46.1 µM), for inactives: top-dose activity change, negative = cytotoxicity, hits mostly cytotoxic. 3.4% of 400,000 active; also: potency is read from the fitted curve at half-maximal effect; % is scaled to controls: 0 for no effect and ±100 for the full control effect; nearly all actives have a fitted effect of over 60% in size
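In this primary screen, KB-V1 cells overexpressing P-gp are incubated with library compounds (lowest to highest concentration) for 72 h at 37 degrees C before a luminescent ATP viability read.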
HT1080 IDH1KD tx = kills HT-1080 cells with IDH1 knockdown; HT-1080 IDH1 knockdown viability, ATP luminescence, 48 h; AID 686971; Potency, µM (series often up to 46.1 µM), inactives show at the highest dose activity, negative = toxicity, usual class: cytotoxic; 2% of 360,000 active;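 also: potency is read from the fitted curve at half-maximal effect; 0% = DMSO wells and -100% = cell-free medium wells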
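HT-1080-IDH1KD cells (IDH1 knocked down), 750/well in RPMI with 5% FBS, treated with compound 48 h at 37 degrees C. Viability by CellTiter-Glo luminescence, normalised to DMSO and no-cell wells; concentration-response curves classed.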
DRD3 antagonist = D3 dopamine receptor (human) antagonism | AID 652054 | max response, negative = inhibition, % | D3R cells, DiscoveRx beta-arrestin luminescence, antagonist mode; stronger effect = lower value | 2.5% of 360,000 active; in the data active = max response below about -50%; inconclusive = no clear call, values can overlap the other calls; also: % is scaled to controls: 0 for no effect and ±100 for the full control effect; mostly tested at two doses, the higher about 12 µM
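Cells expressing the human receptor were seeded at 1500 cells/well, incubated overnight at 37 degrees C in 5% CO2, then exposed to library compounds with dopamine controls for 90 minutes at 37 degrees C before luminescent detection.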
KB-3-1 cytotox = KB-3-1 parental cell cytotoxicity; Potency, µM (highest dose often 46.1 µM), without a hit: at the highest dose activity change, negative = cytotoxic, hits mostly cytotoxic; AID 1347075; KB-3-1 viability, CellTiter-Glo ATP luminescence, 72 h; 1.4% of 400,000 active; also: potency is read from the fitted curve at half-maximal effect; % is scaled to controls: 0 for no effect and ±100 for the full control effect; nearly all actives have a fitted effect of over 60% in size
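72 h, 37 °C compound treatment of KB-3-1 parental cells; CellTiter-Glo added, 10 min, luminescence read. Data corrected against DMSO-only plates and normalized before curve fitting.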
An asterisk follows results filed as active; i = inactive; ? = inconclusive; . = no result given; & = joins results of further samples; [ ] = remark or other dose. Unless noted, calls follow the shape of the dose curve; as a rule, active = well fitted curve in the direction sought with a large enough effect; inconclusive = small, poorly fitted or top-dose-only effect, or another doubt; inactive = no such curve, though single readings can be large; an effect the other way counts as inactive or inconclusive.

SMILES	DRD3 agonist	HT1080-NT tox	SW480 rereplic	GLP-1R agonist	IL-1B inflam inh	KB-V1 cytotox	HT1080 IDH1KD tx	DRD3 antagonist	KB-3-1 cytotox
Cc1cccc2sc(NC(=O)CN3C(=O)C4CC=CCC4C3=O)nc12 (configuration not stated)	-3	15%	-11%	4%	9	9%	0%	-25	-5%
C/C(=N\NC(=O)c1cccc(S(=O)(=O)N2CCCC2)c1)c1ccncc1	0	3%	-9%	5%	23	0%	7%	26	4%
COc1cccc(OC)c1C(=O)NC(=O)Nc1c(C)cccc1C	1	-1%	1%	-1%	-2	-10%	3%	1	1%
O=P1(O)C=C(c2ccccc2)OC(c2ccccc2)=C1	1	-4%	-4%	3%	20	10%	0%	7	-7%
COCCN1C(=O)CS/C1=C(/C#N)C(=O)NCc1ccco1	-11	1%	16%	-4%	-18	?	-2%	14	13%
CCOC(=O)c1cnc(-n2nc(C)cc2C)nc1Oc1ccccc1F	-16	14%	-8%	18%	33	-11%	16%	-3	10%
C=CCn1c(CCCOc2ccc(Cl)cc2Cl)n[nH]c1=S	9	8%	-35%[inhibitor]	3%	1	16%	0%	7	0%
O=C(NCCCN1CCOCC1)c1cc(-c2ccc(Br)cc2)nc2ccccc12	-13	-15%	6%	-13%	-68*	4%	-19%	-5	-2%
CCOC(=O)C1CCN(C(=O)C2CCCN(S(=O)(=O)c3ccc(OC)c(Cl)c3)C2)CC1 (configuration not stated)	18	-12%	?	1%	6	.	-10%	13	.
COc1ccc(CCNC(=O)Cn2c(=O)cnc3ccccc32)cc1	6	?	?	-4%	67	-11%	?	-19	?
Cc1nc(Cl)c(C(=O)NCc2ccccc2)c(C)c1Cl	-1	0%	-4%	10%	-2	-25%	21%	-12	14%
Cn1c(=O)c2c(nc(SCC(=O)N3CCOCC3)n2C)n(C)c1=O	13	5%	?	1%	4	6%	-7%	0	2%
Cn1ccc2c(-c3ccc(C(F)(F)F)cc3)cc3c(c21)C1CCC3C1 (configuration not stated)	6	2%	.	17%	56	15%	4%	17	0%
CC(C)N(Cc1ccccc1)C(=S)Nc1ccc(OC(F)F)cc1	-3	1%	10%	-4%	?	1%	4%	-7	-5%
Cc1cc(C)nc(-n2nc(C)cc2NC(=O)CN2CCCC2)n1	0	15%	-132%[inhibitor]	8%	3	-21%	1%	-13	3%
O=C(COc1ccc(Br)cc1)c1ccc2c(c1)CCCC2	-16	-2%	-3%	-3%	-27	-4%	8%	-7	2%
Cc1ccc(CNC(=O)CCC2CCCN(Cc3cccc4ncccc34)C2)o1 (configuration not stated)	-14	-4%	?	5%	37	-7%	-32%	0	-28%
COc1ccc(CCN2C(=O)C=CC2=O)cc1OC	-10	?	7.3µM*	-9%	-115*	?	6.5µM*	?	3%
O=C(Nc1ccc(F)cc1)Nc1ccc2c(c1)OCO2	12	-9%	12%	-4%	-21	0%	-7%	-4	12%
CCc1nc(N2CCCCC2)c2oc3ccccc3c2n1	-11	?	?	9%	-8	?	?	8	-4%
CCCCc1c(O)nc(SCC(=O)c2ccccc2)n(-c2ccccc2)c1=O	-12	2%	3%	11%	25	18%	7%	-1	-7%
Cc1ccc2nc(-c3cccc(Cl)c3)c(Nc3ccc4c(c3)OCO4)n2c1	-12	.	.	-4%	.	-6%	.	.	4%
Cn1c(=O)c2c(nc(SC3C(=O)CC(C)(C)CC3=O)n2C)n(C)c1=O	0	0%	?	6%	30	-8%	15%	-6	2%
COc1ccc(N2CCN(C(=O)c3ccc(CS(=O)c4cccc(Cl)c4)o3)CC2)cc1 (configuration not stated)	1	-17%	.	-1%	-10	?	-25%	0	?
CCSc1nnc(NC(=O)c2cc(C)oc2C)s1	-7	4%	-5%	2%	-12	-11%	11%	13	-11%
(next part)
SMILES	DRD3 agonist	HT1080-NT tox	SW480 rereplic	GLP-1R agonist	IL-1B inflam inh	KB-V1 cytotox	HT1080 IDH1KD tx	DRD3 antagonist	KB-3-1 cytotox
COc1ccc(S(=O)(=O)Cc2ccc(C(=O)NCc3cccnc3)o2)cc1	0	-4%	18%	-1%	40	15%	-10%	11	?
Cn1cc(S(=O)(=O)N2CCCC2)cc1C(=O)Nc1cccc(C(F)(F)F)c1	-3	-8%	10%	-1%	21	1%	-12%	-23	-4%
CC(Oc1cccc(Cl)c1)C(=O)Nc1ccc(S(=O)(=O)N(C)C2CCN(C)CC2)cc1 (configuration not stated)	-3	-1%	13%	-9%	-57*	23µM*	-7%	0	-26%
COc1cc(C=CC(=O)c2ccccc2)cc(OC)c1OC	-13	10µM*	.	-8%	-115*	23µM*	8.2µM*	-24	?
COc1ccc(S(=O)(=O)N(C)c2ccc(C(=O)NCc3ccco3)cc2)cc1OC	2	1%	2%	6%	12	?	0%	11	4%
Cc1ccc(OCCCn2ccnc2)cc1C	-1	1%	-5%	-2%	-5	-2%	3%	19	1%
CN1CCN(C(=O)c2ccccc2[N+](=O)[O-])CC1	4	15%	-7%	0%	0	5%	28%	16	4%
O=C(Cc1c(Cl)cccc1Cl)OCC(=O)N1CCc2ccccc2C1	-8	1%	-114%[inhibitor]	5%	-10	?	-2%	-20	10%
Clc1ccc(Nc2nc3ccccc3n3nnnc23)cc1	12	2%	?	-3%	58	-23%	-25%	-20	-21%
O=C1CCN(C(=S)NCCc2ccccc2)CC1	-11	19%	-5%	-14%	6	14%	18%	-17	4%
COc1ccc(-c2ccc(=O)n(Cc3cc(=O)n4ccccc4n3)n2)cc1	0	-1%	-1%	?	-21	-24%	-7%	0	-6%
CC(=O)C1=CCC(c2ccccc2)N(S(=O)(=O)c2ccccc2C)C1 (configuration not stated)	1&0	-8%&-13%	.	3%&9%	9&19	-18%&1%	-17%&-17%	0&4	-28%&0%
CC(=O)Nc1ccc(NS(=O)(=O)c2cc(Cl)sc2Cl)cc1	6	-7%	-4%	6%	-4	-9%	-4%	-6	-2%
CCCCCc1nnc(NC(=O)C2CCCO2)s1 (configuration not stated)	6	8%	-8%	-6%	-1	?	13%	-8	-2%
COc1cc(NC(=O)c2nc3ccccc3nc2N2CCCCC2)cc(OC)c1OC	3	.	.	24%	.	-4%	.	.	18%
O=C1OC(N2CCN(c3ccccn3)CC2)c2ccccc21 (configuration not stated)	16	23%	-3%	-7%	29	13%	15%	-18	3%
Cn1nc(C(=O)N2CCC(C(N)=O)CC2)c2c1-c1ccccc1SC2	-3	6%	-3%	-1%	7	28%	0%	-10	10%
CCCCCCCCn1c2c(c(=N)c3c1CCC3)CCCC2	-5	16µM*	?	2%	-90*	-37%	8.2µM*	-4	0.41µM*
Cc1cccc(NC(=O)CN2CCN(C(=O)c3cnn(Cc4ccccc4)c3)CC2)c1C	0	16%	-2%	-7%	6	6%	-2%	24	-6%
Cc1csc(=Nc2ccccc2)n1C	17	7%	-4%	4%	5	16%	18%	0	9%
COc1cccc(CCC(=O)N2CCC(n3nccc3NC(=O)C3CCOC3)CC2)c1 (configuration not stated)	1	4%	?	6%	i	0%	12%	13	8%
CC(=O)c1sc(NC(=O)c2ccc(C(C)(C)C)cc2)nc1C	-2	18%	5%	11%	?	-5%	-15%	-7	1%
COc1ccc(-n2c(C)cc(/C=N/Nc3nnc(C)n3N)c2C)cc1	-12	-14%	?	-4%	-81*	0%	?	-13	0%
C=C(C)Cn1c(N2CCN(CC)CC2)nc2c1c(=O)[nH]c(=O)n2C	-7	0%	-13%	-3%	-29	-22%	0%	?	-13%
COc1cccc(CN2CCN(C(=O)c3cccs3)CC2)c1OC	20	12%	-3%[9.22 µM]	7%	-23	-10%	18%	7	-5%
Additional entries
SMILES	DRD3 agonist	HT1080-NT tox	SW480 rereplic	GLP-1R agonist	IL-1B inflam inh	KB-V1 cytotox	HT1080 IDH1KD tx	DRD3 antagonist	KB-3-1 cytotox
COC(=O)c1ccsc1NC(=O)CCS(=O)(=O)c1ccc(Cl)cc1	1	5%	?	-9%	-27	-5%	1%	3	-18%
COC(=O)c1ccc(/C=C/c2nc3ccccc3c(=O)[nH]2)cc1	1	0%	-4%	1%	3	-17%	-1%	-14	4%
CN(C)N(C)C(=O)C(O)(c1ccccc1)c1ccccc1	-6	2%	-8%	3%	1	3%	1%	14	-3%
Cc1ccc(-c2nnn(CC(=O)N(CC(=O)NC3CCCCC3)c3ccc(F)c(Cl)c3)n2)o1	4	?	0%[9.22 µM]	3%	27	?	18µM*	0	?
Cc1ccc(C)c(Cn2c3ccccc3c3cnn(CC(=O)NCCCN4CCOCC4)c(=O)c32)c1	-9	?	-1%	-1%	-55*	?	?	-2	-24%
O=C(CN1CCN(c2ccccc2)CC1)Nc1cccc(C(F)(F)F)c1	-23	7%	-3%	10%	14	0%	-1%	-50*	-4%
Cc1cc(C)cc(C(N)=Nc2cccc(C#N)c2)c1	-4	-2%	-5%	12%	-13	7%	3%	3	3%
Cc1n[nH]c(C)c1S(=O)(=O)N1CCCC(C(=O)O)C1 (configuration not stated)	3	4%	0%	-4%	3	12%	10%	-2	1%
Cc1ccccc1OS(=O)(=O)c1cn(C)c(=O)n(C)c1=O	5	-4%	-2%	10%	8	4%	-3%	5	15%
CCN(CC)C(=O)c1sc(NC(=O)c2ccc(Br)o2)c(C(=O)OC)c1C	0	9%	9%	22%	-11	9.2µM*	7%	29	1%
COc1ccc(C(=O)C/C(=C\C(=O)c2ccc(C)cc2)c2ccccc2)cc1	2	?	?	0%	-24	?	-29%	7	?

Random excerpt: four compounds from above, in no set order.
SMILES	DRD3 agonist	HT1080-NT tox	SW480 rereplic	GLP-1R agonist	IL-1B inflam inh	KB-V1 cytotox	HT1080 IDH1KD tx	DRD3 antagonist	KB-3-1 cytotox
Cc1cc(C)nc(-n2nc(C)cc2NC(=O)CN2CCCC2)n1	0	15%	-132%[inhibitor]	8%	3	-21%	1%	-13	3%
Cc1ccc2nc(-c3cccc(Cl)c3)c(Nc3ccc4c(c3)OCO4)n2c1	-12	.	.	-4%	.	-6%	.	.	4%
COCCN1C(=O)CS/C1=C(/C#N)C(=O)NCc1ccco1	-11	1%	16%	-4%	-18	?	-2%	14	13%
CN1CCN(C(=O)c2ccccc2[N+](=O)[O-])CC1	4	15%	-7%	0%	0	5%	28%	16	4%
